Compound activity: PubChem, National Center for Advancing Translational Sciences (NCATS)
SNCA viab count – GF-AFC viability counterscreen for inhibitors of alpha-synuclein gene (SNCA) expression. hit rate 0.12% among 150,000. Potency, µM (doses to about 57.1 µM), for inactives: at the highest dose activity change, negative = cytotoxicity, usual class: cytotoxic. HEK-293-SNCA-luc viability, GF-AFC fluorescence, 24 h;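 further: potency means the concentration at half of the fitted maximal effect; 0% = DMSO-treated cells and -100% = medium-only wells without cells; nearly all actives have a fitted effect of over 30% in size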
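HEK-293-SNCA-luc cells (1500/well) plated 24 h, then exposed 24 h to a dilution series; GF-AFC added 30 min at 37C, fluorescence 405/540 nm; normalised to medium-only and DMSO wells, Hill fit.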
FLuc inh – Firefly luciferase inhibition profiling of diverse chemical library using quantitative high-throughput screening. purified P. pyralis luciferase, luminescence, biochemical. Luciferin 4-monooxygenase (Photinus pyralis), P08659. Potency, µM (highest dose often 115 µM), for inactives: top-dose activity change, negative = inhibition, most hits filed as inhibitors. hit rate 2.5% among 76,000; further: potency means the concentration at half of the fitted maximal effect; nearly all actives have a fitted effect of over 65% in size
Target sequence (P08659 whole entry, looked up): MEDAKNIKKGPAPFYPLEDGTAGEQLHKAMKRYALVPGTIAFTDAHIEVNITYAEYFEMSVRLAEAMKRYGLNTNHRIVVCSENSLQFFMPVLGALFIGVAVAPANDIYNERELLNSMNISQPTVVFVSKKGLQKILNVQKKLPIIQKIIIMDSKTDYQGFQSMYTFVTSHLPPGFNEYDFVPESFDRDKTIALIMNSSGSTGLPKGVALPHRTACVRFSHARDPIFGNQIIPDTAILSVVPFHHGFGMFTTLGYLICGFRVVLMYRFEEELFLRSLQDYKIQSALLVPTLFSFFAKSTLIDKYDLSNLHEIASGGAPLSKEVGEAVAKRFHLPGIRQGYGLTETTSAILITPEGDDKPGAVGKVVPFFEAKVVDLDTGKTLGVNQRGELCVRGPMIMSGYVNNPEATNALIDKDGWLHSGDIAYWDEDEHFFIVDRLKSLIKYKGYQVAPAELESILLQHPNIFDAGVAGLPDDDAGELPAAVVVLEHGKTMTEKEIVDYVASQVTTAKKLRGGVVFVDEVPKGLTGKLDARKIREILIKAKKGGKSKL
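Biochemical qHTS: compound (6-point titration) added to 10uM D-luciferin plus 10uM ATP in Tris acetate pH 7.5 buffer with Mg, Tween-20 and BSA, then purified enzyme at 10nM; light output imaged.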
3T3 cytotox – Cytotoxic Profiling in NIH 3T3 Cell Line of Diverse Libraries Using Quantitative High-Throughput Screening | NIH 3T3 viability, CellTiter-Glo ATP luminescence, 48-72 h | Potency, µM (highest dose often 96.7 µM), for inactives: top-dose activity change, negative = cytotoxicity, usual class: inhibitors | hit rate 4.3% among 94,000; further: potency means the concentration at half of the fitted maximal effect; nearly all actives have a fitted effect of over 55% in size
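Viability of NIH 3T3 cells after 48 or 72 hr compound treatment at 37 °C was assessed by CellTiter-Glo, with luminescence imaged following a 10 min room-temperature step.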
GPT2 inhibitor – Primary qHTS assay for inhibitors of Glutamate pyruvate transaminase 2 (GPT2). hit rate 0.25% among 100,000. Recombinant GPT2, coupled pyruvate oxidase/HRP Amplex Red fluorescence. AID 1671188, 2021. Potency, µM (highest dose often 57.7 µM), for the others: at the top dose activity change, negative = inhibition, most hits filed as inhibitors; further: potency means the concentration at half of the fitted maximal effect; nearly all actives have a fitted effect of over 60% in size; many of its hits are not listed in these tables
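GPT2 10ng/uL, a-KG 250uM, L-Ala 2mM, HEPES pH7.5 + 0.0001% Tween; 30 min RT. Then Amplex mix (PO/HRP/ThPP), 30 min RT dark, fluorescence. AOA 50uM used as positive control.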
IP6K1 inh – Primary qHTS assay for small molecule inhibitors of Inositol hexaphosphate kinase 1 (IP6K1); Inositol hexakisphosphate kinase 1 (Homo sapiens), Q92551; IP6K1 kinase, ADP-Glo luminescence, 2 h; stronger effect = lower value; activity change, % (series mostly up to about 58 µM); hit rate 0.81% among 140,000; in the data active means activity change below about -25%
Target sequence (Q92551 whole entry, looked up): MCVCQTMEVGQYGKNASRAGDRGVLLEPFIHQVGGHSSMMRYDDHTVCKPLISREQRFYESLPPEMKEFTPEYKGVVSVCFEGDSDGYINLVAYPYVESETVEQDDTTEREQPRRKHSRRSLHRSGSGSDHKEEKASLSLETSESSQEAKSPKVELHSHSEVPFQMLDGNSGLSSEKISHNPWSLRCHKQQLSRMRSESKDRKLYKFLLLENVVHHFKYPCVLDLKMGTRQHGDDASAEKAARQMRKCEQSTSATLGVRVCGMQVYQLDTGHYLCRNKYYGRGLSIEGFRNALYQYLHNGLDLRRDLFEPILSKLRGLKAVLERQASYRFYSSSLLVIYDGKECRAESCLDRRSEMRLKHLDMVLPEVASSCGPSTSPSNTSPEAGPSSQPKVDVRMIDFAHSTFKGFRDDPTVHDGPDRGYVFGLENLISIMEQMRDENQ
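ADP-Glo luminescence measures ADP made by human IP6K1 during a 2 h RT reaction with ATP/IP6 (mix at 1.3 mM/130 uM); top library doses 57.5 and 19.1 uM final.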
HEK cytotox – Cytotoxic Profiling in HEK 293 Cell Line of Diverse Libraries Using Quantitative High-Throughput Screening | AID 1345083, 2018 | HEK 293 viability, ATP luminescence (CellTiter-Glo), 48-72 h | Potency, µM (highest dose often 115 µM), inactives show at the top dose activity change, negative = cytotoxicity, hits mostly inhibitors | hit rate 6.6% among 94,000; further: potency means the concentration at half of the fitted maximal effect; nearly all actives have a fitted effect of over 60% in size
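Viability of HEK 293 cells, plated at 250 cells/well, was judged by cellular ATP after compound treatment for 48 or 72 hr. Luminescence was imaged 10 min after CellTiter-Glo addition at room temperature.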
SNCA expr inhib – Primary qHTS assay for inhibitors of alpha-synuclein gene (SNCA) expression | HEK-293 SNCA-luciferase knock-in, luminescence, 24 h | Potency, µM (highest dose often 57.2 µM), without a hit: at the highest dose activity change, negative = inhibition, usual class: inhibitors | hit rate 0.17% among 140,000 | AID 1671194, 2021;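 further: potency means the concentration at half of the fitted maximal effect; plate controls were DMSO cells for no effect and cell-free wells for full effect; nearly all actives have a fitted effect of over 45% in size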
The depositor's hits bear a star; i = inactive; ? = inconclusive; · = no result given; [ ] = dose if it differs, or a comment. Unless noted, the call rests on the fitted dose curve; in most records, active means well fitted curve in the direction sought with a large enough effect; inconclusive means small, poorly fitted or top-dose-only effect, or another doubt; inactive means no such curve, though single readings can be large; an effect the other way counts as inactive or inconclusive. Unless noted, on the % scale 0 is the no-effect control and ±100 the full control effect. The list is partial, so the mix of outcomes need not match the whole.

structure	SNCA viab count	FLuc inh	3T3 cytotox	GPT2 inhibitor	IP6K1 inh	HEK cytotox	SNCA expr inhib
COC[C@H]1C[C@@H](NC(=O)c2ccc(Cl)cc2)[C@H](O)[C@@H]1O	3%[87.6 µM]	-2%[172 µM]	i	i	4	1%[172 µM]	-11%[87.6 µM]
Cc1ccsc1CN1CCC(Oc2cc(Cl)ccc2C(=O)N2CCCCC2)CC1	-21%	9%	?	5%	9	45µM*	-5%
CN1CCCCC12Cc1ccccc1CN(S(C)(=O)=O)C2 (stereo not given)	10%	·	i	i	-20	-4%	8%
COc1ccc2nc([C@H]3CCN(CC(C)C)C3)[nH]c2c1	-5%[87.6 µM]	-32%[230 µM]	112µM*	-20%[88.5 µM]	-1	89µM*	100%[activator][87.6 µM]
CC(C)CCN(C1CCOCC1)C1CCN(Cc2ccc[nH]2)CC1	-1%	2%	-26%	i	-2	?	3%
COCCN1CC[C@H]2CN(C(=O)Cc3ccc(OC)cc3)CC[C@H]2CC1=O	-6%[87.6 µM]	-3%[172 µM]	-4%[174 µM]	0%[88.5 µM]	1	i	4%[87.6 µM]
Cc1c(Cl)cccc1NC(=O)N1C[C@@H](F)C[C@H]1C(=O)N1CCCCC1	-14%	5%	1%	-1%	12	-6%	2%
Cc1ncsc1CN1CC(N(CC(C)C)C2CCOCC2)C1	-3%	5%	-15%	i	13	-2%	-23%
COc1cc(-c2ccno2)ccc1S(=O)(=O)N1CCN(c2cc(C)ccc2C)CC1	12%	·	·	·	-14	·	-1%
Cc1ccnc(NCCNC(=O)C2CCC(=O)N(CC3CCCCC3)C2)c1 (stereo not given)	2%	5%	?	1%[11.5 µM]	-10	-15%	4%
Cc1nnc2n1CCC(NC(=O)CCc1c[nH]c3ccccc13)CC2 (stereo not given)	9%	-1%	i	i	-10	i	?
CCOC(=O)C1CCN(S(=O)(=O)c2cc3c4c(c2)CC(=O)N4CCC3)CC1	-5%	·	·	·	7	·	-24%
CCc1ccc(N2CC(c3noc(Cc4ccccc4F)n3)CC2=O)cc1 (stereo not given)	9%	-19%	?	i	3	?	22%
CCOC(=O)c1c(C)oc2nc(C)nc(N3CCN(c4ccccc4F)CC3)c12	5%	·	·	·	3	·	14%
CCN(CC)Cc1cnc2c(C(=O)N3CCCCC3CCO)cnn2c1 (stereo not given)	3%	-12%	-5%	-34%	4	-2%	-8%

structure	SNCA viab count	FLuc inh	3T3 cytotox	GPT2 inhibitor	IP6K1 inh	HEK cytotox	SNCA expr inhib
O=C(N[C@H]1CCN2C(=O)c3cc(/C=C/c4ccc(O)cc4)ccc3NC(=O)[C@H]12)c1cnccn1	-2%	13µM*	-6%	-18%	-8	?	31%[activator]
CCCS(=O)(=O)N1CCC(CCOC)(NC(=O)NCC)CC1	3%	-10%	-5%	?	-15	-17%	13%
Cc1ccc2c(CC(=O)Nc3ccc(S(=O)(=O)Nc4nc(C)cc(C)n4)cc3)coc2c1	7%	·	·	·	-5	·	6%
CCN1CCN(C(=O)Cn2cccc(OC)c2=O)CC1(C)C	4%	11%	-21%	?	18	-13%	-11%
CCOc1ccc(CNC(=O)C2CCN(c3nnc(-n4c(C)ccc4C)s3)CC2)cc1	-1%	·	·	·	1	·	?
COC(=O)C1=CN(CC(=O)Nc2c(C)cc(C)cc2C)S(=O)(=O)N=C1C	4%	8%	-16%	-3%	-11	?	21%
Cc1ccc(CN2CCCCCCNC(=O)[C@@H]3C[C@@H](C(=O)N4CCc5ccccc5C4)C[C@@H]32)o1	-15%	1%	?	i	12	?	2%
CC(C)NC(=O)C1(c2ccc(NC(=O)C(C)C)cc2)CCCCC1	9%	8%	i	-3%	-6	-6%	-3%
CCOc1ccccc1C1CC(=O)Nc2c1c(=O)n(C)c1ncnn21 (stereo not given)	-22%	·	·	·	11	·	-4%
C[C@@H](NC(=O)c1ccc(C#Cc2cccc(F)c2)cn1)C(C)(C)O	1%	·	·	-2%	-14	·	·
Cc1ccc(C)c(CN2C(=O)c3ccccc3S(=O)c3ccc(C(=O)NCc4ccco4)cc32)c1 (stereo not given)	3%	·	·	·	7	·	-22%
CCc1ccc(S(=O)(=O)c2cn(C)c3cc(N4CCCCC4C)c(F)cc3c2=O)cc1 (stereo not given)	-6%	·	·	·	4	·	3%
COc1cccc(CC(=O)N2CCC(N3CC4CC(C3)[C@H]3CCCC(=O)N3C4)CC2)c1 (stereo not given in full)	-2%	-8%	-3%	i	4	6%	-4%
COc1ccccc1-c1noc(CCCC(=O)N2CCc3nc[nH]c3C2)n1	4%	-2%	2%	i	20	-1%	22%
Nc1ncnc2ccccc12	1%	·	·	-11%	·	·	16%

structure	SNCA viab count	FLuc inh	3T3 cytotox	GPT2 inhibitor	IP6K1 inh	HEK cytotox	SNCA expr inhib
CC(C)C(=O)Nc1nnc(S(=O)(=O)N(C)Cc2ccc(F)cc2)s1	20%	·	·	·	12	·	7%
CCCCCNC(=O)N1CCC(CN(Cc2ccc(Cl)cc2)Cc2ccc([N+](=O)[O-])s2)C1 (stereo not given)	?	·	·	i	·	·	?
Cc1cnc(CC2CCN(Cc3ccc(F)cc3F)C2)n1CC1CC1 (stereo not given)	3%	4%	?	-5%	-12	?	9%
CS(=O)(=O)N1CCC(C2CCN(Cc3ccc[nH]3)C2)CC1 (stereo not given)	8%[12.5 µM]	-2%	-8%	i	11	-7%	-18%
O=C(c1cc(F)ccc1F)N1CCC(Oc2ncccc2C(=O)N2CCCCC2)C1 (stereo not given)	-6%	-2%	i	i	15	5%	5%
CCCNC(=O)Cn1c(C)ccc(NS(=O)(=O)c2ccc(C)cc2)c1=O	6%	12%	4%	i	10	6%	25%
CN1C(=O)c2cccn2CC1CNC(=O)CCc1c[nH]c2ccccc12 (stereo not given)	11%	0%	i	i	1	i	4%
CNC(=O)C1(N2CCC[C@H]2C(=O)NCCOC)CCOCC1	4%[87.6 µM]	1%[172 µM]	4%[174 µM]	i	-14	0%[172 µM]	7%[87.6 µM]
O=C1Nc2ccccc2CC12CN([S+](=O)([O-])c1cccs1)C2	-8%	·	-25%	i	4	?	21%
Cc1cccc(NC(=O)C2CCN(c3cn[nH]c(=O)c3)C2)c1 (stereo not given)	-8%	10%	-20%	i	10	2%	-11%
CN(C)C(=O)c1nc2cccnc2n(C2CC2)c1=O	16%[87.6 µM]	·	-4%[138 µM]	i	16	2%[172 µM]	5%[87.6 µM]
CCn1nc(C)cc1C(=O)N1CCCN(Cc2ccc(F)cc2)C(C(C)C)C1 (stereo not given)	-1%	10%	-19%	i	-4	?	16%
CCOc1ccccc1CN1CCC2(CCN(C(=O)c3cccc(Cl)c3)CC2)Oc2ccccc21	-14%	5%	-7%	0%	-10	-13%	?
C=C1C(O[C@@H]2O[C@H](CO)[C@@H](O)[C@H](O)[C@@H]2O)CC2C(C)(C)C(O)CCC2(C)C1CC/C(C)=C\CO (stereo not given in full)	-19%[23.9 µM]	·	·	i	-17	·	·
CNC(=O)c1noc([C@@H]2CC(F)(F)CN2Cc2cn(C)nc2C)n1	9%	-12%	-4%	i	-4	i	0%

structure	SNCA viab count	FLuc inh	3T3 cytotox	GPT2 inhibitor	IP6K1 inh	HEK cytotox	SNCA expr inhib
Cc1cccc(-c2nc(Cn3c(-c4ccc(F)cc4)nc(C)c(CCO)c3=O)c(C)o2)c1	5%	-3%	3%	i	-8	i	26%
Cc1ccc(CCNC(=O)c2ccc(CNS(=O)(=O)c3ccccc3)cc2)cc1	2%	·	·	·	2	·	1%
CN1CC2(CCN(C(=O)C3CCCC3)CC2)CC1C(=O)N1CCOCC1 (stereo not given)	-8%	5%	i	-2%	-7	4%	-9%
Cc1noc(C)c1C(=O)N1CCC2(CC1)CN(C(=O)Cc1ccc(O)cc1)CCO2	11%	·	3%	4%	-12	2%	-19%
COc1ccc(-c2cc(=O)oc3c4c(ccc23)OCN(Cc2ccccc2)C4)cc1	?	·	·	·	-6	·	24%
CCOC(=O)c1cccc(NS(=O)(=O)c2ccc3[nH]c4c(c3c2)CCCC4)c1	?	·	·	·	13	·	?
CC[C@H]1CN(S(=O)(=O)c2c(C)noc2C)CC[C@H]1CC(=O)NCc1cccnc1	0%[87.6 µM]	-1%[172 µM]	-28%[174 µM]	i	18	-21%[172 µM]	2%[87.6 µM]
CSc1ccc(C2c3c(oc4ccccc4c3=O)C(=O)N2CCCN2CCOCC2)cc1 (stereo not given)	-8%	·	·	·	30	·	78%[activator]
CCCNC(=O)N(C1CCOCC1)C1CCN(C(=O)c2nccc3ccccc23)CC1	4%	-1%	i	-2%	12	-6%	?
CC(C)CN1C(=O)c2cccn2CC1C(=O)NCC1CCN(Cc2ccc(F)cc2)CC1 (stereo not given)	-16%	13%	-17%	i	4	-28%	-9%
CCC(CC)C(=O)Nc1ccc2nc(SCC(=O)N3CCc4ccccc43)sc2c1	?	·	·	·	18	·	5%
CC(C)N1C(=O)[C@@H]2[C@@H](CCN2C(=O)CC(C)(C)CC(=O)O)N(Cc2cccc(F)c2)C1=O	2%	-19%	?	i	0	-12%	7%
COCCNC(=O)CCCn1c(SCC(=O)Nc2cccc(C)c2)nc2c(sc3ccccc32)c1=O	-18%	·	·	·	24	·	-12%
Cc1nn(-c2ccccc2)c2c1C(C)N(C1CCN([S+](=O)([O-])c3c(C)noc3C)C1)C2=O (stereo not given)	·	·	-23%	·	-8	?	·

Grouped by structure: the compounds so far with a furan ring, fused or not
structure	SNCA viab count	FLuc inh	3T3 cytotox	GPT2 inhibitor	IP6K1 inh	HEK cytotox	SNCA expr inhib
CCOC(=O)c1c(C)oc2nc(C)nc(N3CCN(c4ccccc4F)CC3)c12	5%	·	·	·	3	·	14%
Cc1ccc2c(CC(=O)Nc3ccc(S(=O)(=O)Nc4nc(C)cc(C)n4)cc3)coc2c1	7%	·	·	·	-5	·	6%
Cc1ccc(CN2CCCCCCNC(=O)[C@@H]3C[C@@H](C(=O)N4CCc5ccccc5C4)C[C@@H]32)o1	-15%	1%	?	i	12	?	2%
Cc1ccc(C)c(CN2C(=O)c3ccccc3S(=O)c3ccc(C(=O)NCc4ccco4)cc32)c1 (stereo not given)	3%	·	·	·	7	·	-22%
